Source: PubChem (several laboratories)
Rac1 wt modul – modulators of human Rac1 wildtype GTP binding. P63000. GST-Rac1 beads, fluorescent GTP binding, flow cytometry; actives lie on both sides; 0 = cold GTP competed, 100 = untreated. GTP binding activity (% of control), % at 10 µM. hit rate 0.27% among 190,000;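 active means GTP binding activity at least 20 points away from the 100% control level, either lower or higher; inconclusive means compound flagged as likely green fluorescent, judged across all proteins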
Pf gamet viab – inhibitors of late stage P. falciparum gametocyte viability; P. falciparum stage V gametocytes, ATP luminescence, 24 h; AID 743093; hit rate 0.065% among 150,000; inhibition, % at 10.9 µM;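 active means inhibition above the mean plus 3 SD of compounds within the control limits, set per campaign, cut at about 38% in these data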;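 further: 0% = DMSO wells and 100% = medium only without gametocytes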
Mcl1-Noxa inh – Mcl-1/Noxa interaction inhibition. Q07820. TR-FRET Mcl-1/Noxa peptide binding, 2 h. inhibition, % at 21.7 µM. hit rate 1.5% among 220,000. AID 1022;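 active means compounds that cut the protein-peptide binding signal by more than 50% relative to plate controls in a single-dose test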;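 further: His-tagged Mcl-1 with rhodamine Noxa BH3 peptide and terbium anti-His antibody; 0% = Mcl-1 plus Noxa peptide wells and 100% = peptide-only wells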
Target sequence (Q07820 whole entry, looked up): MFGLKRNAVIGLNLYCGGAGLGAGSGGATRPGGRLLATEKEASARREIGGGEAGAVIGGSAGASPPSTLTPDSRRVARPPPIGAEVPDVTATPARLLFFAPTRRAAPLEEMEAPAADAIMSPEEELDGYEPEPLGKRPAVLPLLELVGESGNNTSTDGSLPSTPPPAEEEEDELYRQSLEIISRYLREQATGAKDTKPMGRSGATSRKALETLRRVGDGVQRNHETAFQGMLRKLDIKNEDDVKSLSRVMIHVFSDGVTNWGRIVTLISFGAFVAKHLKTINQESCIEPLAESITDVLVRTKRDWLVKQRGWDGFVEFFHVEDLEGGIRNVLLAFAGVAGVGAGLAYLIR
RGS8-Gao – human RGS8-Galphao interaction regulation; P09471; multiplexed bead flow cytometry, RGS8-Galphao binding; actives lie on both sides; response (percent of control binding), % at 10 µM; hit rate 0.34% among 220,000; AID 1423; in the data active means response below about 60% or above about 140%; inactive means in between;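 further: Galphao activated as the GDP aluminium fluoride complex binding bead-coupled RGS8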
Target sequence (P09471 whole entry, looked up): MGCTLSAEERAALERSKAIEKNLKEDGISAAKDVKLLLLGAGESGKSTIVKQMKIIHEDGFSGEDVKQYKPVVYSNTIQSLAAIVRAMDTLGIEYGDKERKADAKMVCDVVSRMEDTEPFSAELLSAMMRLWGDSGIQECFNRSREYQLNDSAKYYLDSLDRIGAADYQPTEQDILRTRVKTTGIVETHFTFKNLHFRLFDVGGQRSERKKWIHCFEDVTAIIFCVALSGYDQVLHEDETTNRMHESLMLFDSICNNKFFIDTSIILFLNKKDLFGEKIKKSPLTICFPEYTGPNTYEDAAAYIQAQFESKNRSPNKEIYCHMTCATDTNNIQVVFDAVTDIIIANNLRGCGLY
Bim-Mcl-1 – disrupts Bim peptide binding to human Mcl-1; Q07820; Bead-based flow cytometry, Bim peptide-Mcl-1 binding; inhibition, % at 10 µM; hit rate 0.1% among 190,000; AID 1009; in the data active means inhibition above about 40%;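 further: 0% = no compound tracer wells and 100% = peptide blocker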
Rac1 mut GTP – modulators of GTP binding to human Rac1 activated mutant; GST-Rac1 activated beads, fluorescent GTP binding, flow cytometry; actives lie on both sides; 100% means binding = to untreated wells; percent activity (GTP binding), % at 10 µM; hit rate 0.11% among 190,000; AID 764;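 active means GTP binding at least 20 percentage points away from the 100% baseline, in either direction, so actives lie on both sides; inconclusive means Compound likely fluorescent itself, or too few beads counted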
HRas wt GTP bind – human HRas wildtype GTP binding, change in either direction. GST-Ras wt beads, Bodipy-FL-GTP binding, flow cytometry; actives lie on both sides. GTP binding activity, % at 10 µM. hit rate 0.14% among 190,000;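 active means GTP binding activity at least 20% away from the 100% baseline, either lowered as inhibitor or raised as activator; inconclusive means flagged as likely green fluorescent, judged across all proteins in the well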;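 further: 0% = unlabeled GTP competition control and 100% = no-compound control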
Target sequence (P01112 whole entry, looked up): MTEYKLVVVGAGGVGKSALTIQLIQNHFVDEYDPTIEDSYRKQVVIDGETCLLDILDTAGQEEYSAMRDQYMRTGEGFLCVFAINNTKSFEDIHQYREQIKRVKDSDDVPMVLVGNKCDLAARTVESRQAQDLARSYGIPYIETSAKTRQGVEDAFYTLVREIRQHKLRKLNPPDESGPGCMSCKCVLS
Rab7 wt GTP bind – dog Rab7 wildtype GTP binding, inhibitors and activators | hit rate 0.055% among 190,000 | GST-Rab7 beads, fluorescent GTP binding, flow cytometry; actives lie on both sides; untreated = 100%, excess cold GTP = 0% | GTP binding activity (percent of control), % at 10 µM;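 active means fluorescent GTP binding to Rab7 beads changed by at least 20 points from the 100% baseline, either direction, mostly lower; inconclusive means compound itself probably fluorescent, or too few beads counted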;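 further: median green fluorescence of bound Bodipy-FL-GTP per Rab7 bead population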
Cdc42 wt GTP – human Cdc42 wildtype GTP binding change, either direction. P60953. GST-Cdc42 beads, Bodipy-GTP binding, flow cytometry; actives lie on both sides. percent activity (GTP binding), % at 10 µM. hit rate 0.2% among 190,000. AID 761;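 active means percent activity GTP binding at least 20 points away from the 100% baseline, either down as inhibitor or up as activator; inconclusive means compound flagged as likely green fluorescent from well-wide comparison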;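 further: median bead fluorescence of bound Bodipy-FL-GTP at 100 nM; 0% = excess unlabeled GTP control and 100% = no compound control; below 100% means less GTP binding so inhibitor and above means activator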
Target sequence (P60953 whole entry, looked up): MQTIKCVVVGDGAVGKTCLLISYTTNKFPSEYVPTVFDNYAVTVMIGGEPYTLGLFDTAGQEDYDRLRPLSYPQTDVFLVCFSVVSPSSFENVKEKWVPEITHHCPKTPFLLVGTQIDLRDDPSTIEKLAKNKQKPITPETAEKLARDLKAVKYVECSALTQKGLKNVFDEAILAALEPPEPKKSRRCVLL
Rab2 wt GTP – changes GTP binding to wildtype dog Rab2A, up or down | GST-Rab2 wt beads, Bodipy-GTP binding, flow cytometry | hit rate 0.19% among 190,000 | GTP binding activity, % at 10 µM | P61105;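 active means GTP binding activity at least 20 points away from 100%, either lowered or raised; inconclusive means signal likely due to the compound's own green fluorescence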;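 further: 0% = beads with excess unlabeled GTP and 100% = no-compound control corrected for plate trend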
Mcl1-Bid inh – disrupts binding of human Mcl-1 to Bid peptide | Q07820 | TR-FRET Mcl-1/Bid-Dy647 peptide binding, 1536-well | inhibition, % at 21.7 µM | hit rate 0.97% among 220,000;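 active means compounds that cut the binding signal by more than half at the single screening dose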;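 further: His-tagged Mcl-1 with europium anti-His antibody binding Bid BH3 peptide; 0% = Mcl-1 plus peptide wells and 100% = peptide-only wells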
Numbers without * were called inactive; ? = inconclusive; · = no result given.

SMILES	Rac1 wt modul	Pf gamet viab	Mcl1-Noxa inh	RGS8-Gao	Bim-Mcl-1	Rac1 mut GTP	HRas wt GTP bind	Rab7 wt GTP bind	Cdc42 wt GTP	Rab2 wt GTP	Mcl1-Bid inh
Cc1ccc(-n2c(=O)cc(N3CC(C)CC(C)C3)[nH]c2=O)cc1 (stereo not given)	104	-25	8	99	1	96	103	105	104	102	-75
COCCn1c(SCc2nc3ccccc3s2)nc2ccccc21	93	-1	8	100	0	95	97	96	96	95	-23
O=S(=O)(c1ccccc1)c1cnc(-c2cccnc2)nc1-c1ccc(Cl)c(Cl)c1	102	8	-5	103	2	99	103	104	104	103	15
COc1ccc(C/C(C)=N/NC(=S)Nc2ccccc2F)cc1	96	·	-22	100	-2	95	98	103	96	97	-85
CC(=O)NNC(=O)c1sc(=S)n2c1[nH]c(=O)c1sccc12	87	·	68*	94	-7	84	86	91	88	83	-20
CCC(C(=O)NC(C)(C)C)N(C(=O)Cn1nnc(-c2cccs2)n1)c1cnc2ccccc2c1 (stereo not given)	98	·	1	100	-2	95	97	99	97	95	-8
CC1CN(Cc2nc3c(c(=O)[nH]c(=O)n3C)n2CC(N)=O)CC(C)O1 (stereo not given)	107	·	-8	101	-1	103	103	103	101	100	-16
CN(C=[N+](C)C)c1cccc2c1C(=O)c1ccccc1C2=O	102	-10	16	99	-1	98	100	98	100	99	-23
Cc1nn(-c2ccccc2)c(Cl)c1C(=O)N1CCN(c2ncnc3c2cnn3-c2ccccc2)CC1	99	·	16	92	-1	97	100	98	103	98	-28
O=C(C(=O)N1CCCc2ccccc21)c1cn(CC(=O)N2CCOCC2)c2ccccc12	100	3	-14	101	0	96	98	104	96	101	-11
CCC(=O)OCC(=O)Nc1ccc2c(c1)OCO2	95	5	9	101	0	96	95	101	94	95	-42
COc1ccc(CNn2c(-c3cccc(C)c3)nc3ccccc3c2=O)cc1OC	101	-11	-17	113	1	98	99	98	100	96	-20
COc1ccc(Br)c(C(=O)NC2CCCC2)c1	92	8	-8	104	-2	93	93	95	93	92	-27
O=C(CNC(=O)c1ccccc1F)OC(C(=O)Nc1cc(C(F)(F)F)ccc1Cl)c1ccccc1 (stereo not given)	103	-2	-2	96	0	98	99	101	102	99	-2
COc1ccccc1NC1=NCC(=O)N1Cc1ccccc1	111	·	29	103	0	101	104	106	107	104	-4
Cc1cc(NC(=O)c2cc3ncc(Br)cn3n2)no1	94	18	10	100	0	95	96	93	95	92	3
CC(=O)Nc1ccc(NC(=O)/C=C/c2ccc3c(c2)OCO3)cc1	101	-6	20	100	1	96	101	107	98	100	-34
Cc1ccc(CNC(=O)c2ccc(N3CCCC3=O)cc2)cc1	103	18	-12	100	-2	98	103	101	104	100	3
COc1cccc(-n2c(C)nn(C)c2=O)c1	103	·	-3	96	-1	98	101	100	102	99	-38
CCOC(=O)c1cc(-c2ccccc2)sc1NC(=O)CC(C)C	98	-10	6	104	1	97	99	97	99	100	4
O=C1CC(c2ccccc2)CC(O)=C1C=Nc1ccccc1 (stereo not given)	99	·	0	102	-1	94	99	98	96	99	-11
Cc1cnc(C(=O)N2CCN(S(=O)(=O)c3ccc4ccccc4c3)CC2)cn1	98	-1	5	101	-1	98	97	97	97	99	-15
Cc1ccc(C(=O)COC(=O)c2ccccc2N2C(=O)C3C4CCC(C4)C3C2=O)cc1C (stereo not given)	103	17	10	104	1	99	102	99	104	103	8
O=C1CN(C(=O)COC(=O)COc2ccc3c(c2)CCC3)c2ccccc2N1	101	·	-9	101	-3	98	105	104	104	107	-13
CCCC(c1nnnn1Cc1cccs1)N1CCN(c2ccc(OC)cc2)CC1 (stereo not given)	106	·	21	101	0	99	101	98	105	100	-69
COc1cc2cc(CN(Cc3nnnn3Cc3ccccc3)CC3CCCO3)c(=O)[nH]c2cc1OC (stereo not given)	97	·	3	100	-3	96	97	94	96	94	-13
O=C(NNc1cccc(Cl)n1)Nc1cccc(Cl)c1	99	-47	2	92	-6	97	99	98	99	99	-21
COc1ccc(-c2cc(C(F)(F)F)n3ncc(C(=O)NCC4CCCO4)c3n2)cc1 (stereo not given)	105	-3	-18	85	0	98	99	97	104	101	-8
COCCNc1nc(-c2ccc(OC)cc2)c(-c2ccc(OC)cc2)s1	99	·	4	102	-2	96	97	96	98	95	-30
Cn1cc(C(=O)N/N=C/C(Br)=C\c2ccccc2)ccc1=O	103	9	26	97	-4	97	99	103	101	100	-4

Retrieved by compound from the list above (three):
SMILES	Rac1 wt modul	Pf gamet viab	Mcl1-Noxa inh	RGS8-Gao	Bim-Mcl-1	Rac1 mut GTP	HRas wt GTP bind	Rab7 wt GTP bind	Cdc42 wt GTP	Rab2 wt GTP	Mcl1-Bid inh
Cc1ccc(-n2c(=O)cc(N3CC(C)CC(C)C3)[nH]c2=O)cc1 (stereo not given)	104	-25	8	99	1	96	103	105	104	102	-75
COc1cc2cc(CN(Cc3nnnn3Cc3ccccc3)CC3CCCO3)c(=O)[nH]c2cc1OC (stereo not given)	97	·	3	100	-3	96	97	94	96	94	-13
O=C1CN(C(=O)COC(=O)COc2ccc3c(c2)CCC3)c2ccccc2N1	101	·	-9	101	-3	98	105	104	104	107	-13

An excerpt from above, reduced to Rab7 wt GTP bind and Bim-Mcl-1:
molecule | Rab7 wt GTP bind | Bim-Mcl-1
O=C1CC(c2ccccc2)CC(O)=C1C=Nc1ccccc1 (stereo not given) | 98 | -1
Cc1cnc(C(=O)N2CCN(S(=O)(=O)c3ccc4ccccc4c3)CC2)cn1 | 97 | -1
Cc1ccc(C(=O)COC(=O)c2ccccc2N2C(=O)C3C4CCC(C4)C3C2=O)cc1C (stereo not given) | 99 | 1
O=C1CN(C(=O)COC(=O)COc2ccc3c(c2)CCC3)c2ccccc2N1 | 104 | -3
CCCC(c1nnnn1Cc1cccs1)N1CCN(c2ccc(OC)cc2)CC1 (stereo not given) | 98 | 0

Additional records.
SMILES	Rac1 wt modul	Pf gamet viab	Mcl1-Noxa inh	RGS8-Gao	Bim-Mcl-1	Rac1 mut GTP	HRas wt GTP bind	Rab7 wt GTP bind	Cdc42 wt GTP	Rab2 wt GTP	Mcl1-Bid inh
c1ccc(CN2CCC(Nc3nc(-c4ccccc4)nc4ccccc34)CC2)cc1	105	21	15	103	0	103	106	103	107	104	-5
COc1cc(Br)cc(/C=N/c2ncn[nH]2)c1O	99	·	14	102	-2	97	101	105	97	101	-17
O=C(O)c1ccccc1Cc1nc2cc(Cl)ccc2c(=O)[nH]1	93	-1	29	96	-1	88	94	100	90	92	-8
Clc1ccc(OCc2nc(-c3ccc(Br)o3)no2)cc1	103	·	17	100	0	98	100	98	99	97	-2
CC1(C)CC(=O)C/C(=N/NC(=O)CCCOc2ccc(Cl)cc2Cl)C1	101	·	4	102	-1	99	102	101	101	100	17
CCCOc1ccc(C2CC(=O)NC2=O)cc1 (stereo not given)	96	13	7	103	-2	95	94	95	99	97	-29
Nc1nc2n(c1C(=O)c1ccccc1)CCC2	96	12	-10	102	2	95	94	93	96	95	-67
O=C(COC(=O)c1ccccn1)NCc1ccccc1	99	·	-10	102	-1	96	99	98	98	97	-32
COc1ccc(CNC(=O)c2ccc3c(c2)N(C)C(=O)CS3=O)cc1 (stereo not given)	103	·	-16	99	0	99	101	97	100	99	-20
COc1ccc(Cl)cc1C(=O)Nc1ccc(NC(C)=O)cc1	96	·	4	100	1	93	94	104	99	99	-33
Cc1nc2ccc(NC(=O)c3ccc(Cl)c(S(=O)(=O)N(C)c4ccccc4)c3)cc2s1	101	-5	-187	89	-2	100	104	109	101	103	-86
O=C(CC(=O)NCc1cccnc1)NCc1cccnc1	102	·	-3	98	7	97	97	97	99	96	-24
CCN1CCN(c2cc(C)c3cc(NC(=S)N4CCC5(CC4)OCCO5)ccc3n2)CC1	103	6	22	103	-2	96	98	95	100	97	-44
CCCCOc1ccc(CNC(=O)NS(=O)(=O)c2ccc(OCC)cc2)cc1	100	·	34	100	-4	97	101	99	99	100	3
O=C(Nc1ccc(C(=O)N2CCOCC2)cc1)Nc1cccc(Cl)c1	105	5	26	106	-4	101	100	100	100	100	2
CCCCOC(=O)Nc1cc(OC)c(Cl)cc1OC	102	12	-15	118	-4	99	98	95	103	98	-5
O=C(Cn1nc(-c2ccccc2F)ccc1=O)NCc1ccc2c(c1)OCO2	107	-25	-2	104	2	100	103	101	106	102	1
CCN(CC)CCNc1nc(-c2cccs2)c(CC(=O)O)s1	104	·	35	95	-2	96	100	104	99	98	30
O=C(CCCn1c(=O)[nH]c2cc(Cl)ccc2c1=O)NC1CCCCCCC1	92	·	-6	99	0	92	95	93	95	93	-4
COc1ccc(N/C(N)=N/c2nc(C)cc(C)n2)c(OC)c1	100	0	4	99	0	96	97	105	94	99	-28

Record cards, as listed above.
Listed for `O=C(CCCn1c(=O)[nH]c2cc(Cl)ccc2c1=O)NC1CCCCCCC1` = Rac1 wt modul = 92; Pf gamet viab = ·; Mcl1-Noxa inh = -6; RGS8-Gao = 99; Bim-Mcl-1 = 0; Rac1 mut GTP = 92; HRas wt GTP bind = 95; Rab7 wt GTP bind = 93; Cdc42 wt GTP = 95; Rab2 wt GTP = 93; Mcl1-Bid inh = -4
Listed for `CCN(CC)CCNc1nc(-c2cccs2)c(CC(=O)O)s1` = Rac1 wt modul = 104; Pf gamet viab = ·; Mcl1-Noxa inh = 35; RGS8-Gao = 95; Bim-Mcl-1 = -2; Rac1 mut GTP = 96; HRas wt GTP bind = 100; Rab7 wt GTP bind = 104; Cdc42 wt GTP = 99; Rab2 wt GTP = 98; Mcl1-Bid inh = 30

Further results.
SMILES	Rac1 wt modul	Pf gamet viab	Mcl1-Noxa inh	RGS8-Gao	Bim-Mcl-1	Rac1 mut GTP	HRas wt GTP bind	Rab7 wt GTP bind	Cdc42 wt GTP	Rab2 wt GTP	Mcl1-Bid inh
COc1cc(-c2nnc(SC(C)C(=O)Nc3c(C)n(C)n(-c4ccccc4)c3=O)o2)cc(OC)c1OC (stereo not given)	96	-23	12	106	-4	95	97	97	98	97	-8
O=C(Nc1ccccc1[N+](=O)[O-])c1nc[nH]c1C(=O)NCCO	?	·	-1	101	8	?	?	?	?	?	-43
CC(C)C[C@H](NC(=O)OC(C)(C)C)C(=O)N1CCC(C(=O)N[C@@H](Cc2ccccc2)C(=O)O)CC1	102	·	16	93	-6	97	100	102	94	101	12
COc1cccc(-n2c(C)nn(CCOc3ccccc3)c2=O)c1	92	8	-2	98	-4	92	96	102	95	98	-29
O=C(NCC1CCCO1)/C(=C/c1ccc(Cl)cc1)NC(=O)c1ccccc1 (stereo not given)	106	4	26	100	-2	101	101	101	101	101	33
